# Rat MKP-3 inhibitors: MKP-3 phosphatase inhibitors, primary screen, biochemical, rat enzyme, in vitro (AID 425); Dual specificity protein phosphatase 6 (Rattus norvegicus); one-dose inhibition, % at 20 µM; IC50 in µM for titrated hits; hit rate 0.17% among 110,000; recombinant MKP-3 phosphatase activity, fluorescence; higher % means a stronger effect; in the data active means inhibition above about 50%;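 further: plate controls were vehicle for no effect and reference inhibitor for full effect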
# Hsp70 inhibitors: Hsp70 inhibitors, probe displacement, primary screen, biochemical, fluorescence polarization (AID 583); Hsp70 fluorescence polarization probe displacement, mP; higher % means a stronger effect; one-dose displacement, % at 20 µM; IC50 in µM for titrated hits; Heat shock 70 kDa protein 1A (Homo sapiens); hit rate 0.06% among 140,000; in the data active means displacement above about 50%;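 further: plate controls were vehicle for no effect and reference ligand for full effect; a part of the inactive calls stands beside numbers as strong as those of hits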
# * = called active by the depositor; · = no result given; & = joins results of further samples. The list is partial; count on the stated rates, not on these rows.
SMILES,Rat MKP-3 inhibitors,Hsp70 inhibitors
COc1cccc(-c2csc(N3CCN(C(=O)Nc4ccccc4OC)CC3)n2)c1,-11%,-3.0%
COc1ccc(-c2nnc(NC(=O)Nc3ccc(Cl)cc3)s2)cc1,-1%,-2.6%
CC(=O)n1nc(-c2ccccc2)nc1NCc1ccc(F)cc1,3%,2.4%
CCOC(=O)C1(C)/C(=N\Nc2ccccc2OC)C(=O)C(=O)N1c1ccccc1 (stereo not given),3%,-5.9%
O=C(O)COc1ccc(-c2ccccc2)cc1,3%,0.7%
CC(=O)c1cc(F)c(N2CCN(C(=O)c3ccccc3Br)CC2)cc1C,2%,-2.1%
CC1CC(C)CN(C(=O)Cn2c(SCC(=O)N3CCc4ccccc4C3)nc3ccccc32)C1 (stereo not given),·,-2.8%
COc1ccc(OCC(=O)OCC(=O)Nc2ccc(S(=O)(=O)N3CCCCC3)cc2)cc1,-7%,9.9%
COc1ccc2c(c1)C(C)=CC(C)(C)N2C(=O)CN1C(=O)CCC1=O,·,6.1%
C/C(=N\Nc1ccc([N+](=O)[O-])cc1)c1ccc(-n2nncc2C)cc1,2%,-0.9%
CCC(C)N1CCCCC1C(=O)Nc1c(C)cc(C)cc1C (stereo not given),·,-1.3%
CCCCNC(=O)C1C2C=CC3(CN(Cc4ccc(C)cc4)C(=O)C13)O2 (stereo not given),1%,0.3%
c1ccc(-c2noc(CSc3nnc(Cc4cccs4)n3-c3ccccc3)n2)cc1,-11%,-0.5%
CCOC(=O)c1ccc(COC(=O)c2cc(=O)[nH]c3ccccc23)o1,-9%,4.8%
CCCCC(CC)C(=O)NCCc1ccc(S(N)(=O)=O)cc1 (stereo not given),2%,0.3%
CCCCNC(=O)CCn1nc(-c2ccccc2)ccc1=O,-3%,3.1%
Cc1ccc(C23CC4CC(CC(C(=O)NCc5ccco5)(C4)C2)C3)cc1,3%,-6.4%
C=CCn1c(COc2ccccc2)nnc1SCC(=O)NCC(=O)OCC,-1%,8.5%
NC(=O)C1(N2CCCCC2)CCN(Cc2ccc(F)cc2)CC1,·,-0.9%
CCN(CC)S(=O)(=O)c1ccc(-c2nnco2)cc1,0%,2.9%
O=C(N1CCN(c2c(F)c(F)c(C(F)(F)F)c(F)c2F)CC1)C12CC3CC(CC(C3)C1)C2,-5%,3.4%
C=CCOC(=O)C1=C(C)Nc2nc3ccccc3n2C1c1ccncc1 (stereo not given),2%,-4.2%
NC(=O)CCCc1nc(-c2ccccc2Cl)no1,·,0.8%
O=c1cc(-c2ccccc2)[nH]c2nc3ccccc3n12,-5%,-3.2%
CN(C)S(=O)(=O)c1cccc(C(=O)Nc2cc(Cl)ccc2O)c1,-9%,1.5%
# (list continues)
SMILES,Rat MKP-3 inhibitors,Hsp70 inhibitors
Cc1nnc(SCC(=O)NCCc2ccccc2)[nH]c1=O,-10%,-0.1%
Cc1cc(NC(=O)Nc2ccccc2)n(-c2ccccc2)n1,-4%,2.0%
CCOC(=O)CCNC(=O)C(c1ccccc1)c1ccccc1,-1%,7.2%
FC(F)(F)c1cccc(NC(=S)NCc2ccc(Cl)cc2)c1,3%,4.6%
Cc1cc(C)n(S(=O)(=O)c2ccc3ccccc3c2)n1,-16%,5.7%
Cc1cc(NCCO)nc(-n2nc(C)cc2C)n1,1%,0.3%&5.6%
CCOc1ccc(N(CC(=O)Nc2cccc(C)c2)S(C)(=O)=O)cc1,0%,-1.9%
COc1ccc(-c2ccc(/C=N/NC(=O)c3cccnc3)o2)cc1Cl,0%,1.5%
CCOC(=O)c1cnc2nc(Cc3ccccc3)[nH]n2c1=O,-10%,-0.3%
O=S1(=O)C=C(Sc2nnc(-c3ccccc3)o2)c2ccccc21,-5%,2.0%
CN(Cc1ccccc1)C(=O)CCS(=O)(=O)c1ccc2c(c1)n(C)c(=O)c(=O)n2C,-5%,-0.4%
O=C(Nc1ccccc1)N1CCc2ccccc2C1,1%,3.7%
CCOC(=O)c1c(C)c(C(=O)NCc2ccccc2OC)c(C)n1C,4%,-2.4%
NC(=O)C1(N2CCCCC2)CCN(C2CC(=O)N(CCc3ccccc3)C2=O)CC1 (stereo not given),·,6.4%
CC1=CC(C)(C)N(CN2C(=O)c3ccccc3C2=O)c2ccccc21,-6%,2.4%
CC1=C(C(=O)Nc2ccccc2C)C(c2ccc(C)o2)C2=C(CCCC2=O)N1 (stereo not given),-14%,-3.2%
CCOC(=O)CCC(NC(=O)c1cncc(O)c1)C(=O)OCC (stereo not given),-10%,4.1%
CCc1nnc(NC(=O)NC(C)(C)C)s1,·,7.8%
COc1ccc(-c2nnc3n2N=C(C)CS3)cc1OC,-7%,1.7%
COc1ccc(CCNC(=O)CN2CCC(n3nnc4cc(F)ccc43)CC2)cc1OC,-7%,-3.6%
O=C1c2cccc3cccc(c23)C(=O)N1CCN1CCN(S(=O)(=O)c2ccc(Cl)cc2)CC1,2%,0.6%
Fc1ccccc1CSc1nnc(Cn2cnc3ccccc32)n1-c1ccccc1,5%,3.1%
CCN(C(C)=O)C1=C(O)c2ccccc2C(=O)C1=O,0%,0.5%
CCN(CC)S(=O)(=O)c1ccc2oc(Nc3ccc4c(c3)OCCO4)nc2c1,·,0.7%
COc1cccc(C(=O)Nc2c3c(nn2-c2cccc(C)c2C)CS(=O)C3)c1OC (stereo not given),2%,0.8%

# Quoted at random: seven entries already listed.
SMILES,Rat MKP-3 inhibitors,Hsp70 inhibitors
CCOC(=O)c1cnc2nc(Cc3ccccc3)[nH]n2c1=O,-10%,-0.3%
CC1=CC(C)(C)N(CN2C(=O)c3ccccc3C2=O)c2ccccc21,-6%,2.4%
NC(=O)C1(N2CCCCC2)CCN(C2CC(=O)N(CCc3ccccc3)C2=O)CC1 (stereo not given),·,6.4%
Cc1ccc(C23CC4CC(CC(C(=O)NCc5ccco5)(C4)C2)C3)cc1,3%,-6.4%
CCCCNC(=O)C1C2C=CC3(CN(Cc4ccc(C)cc4)C(=O)C13)O2 (stereo not given),1%,0.3%
COc1ccc(-c2ccc(/C=N/NC(=O)c3cccnc3)o2)cc1Cl,0%,1.5%
O=C(N1CCN(c2c(F)c(F)c(C(F)(F)F)c(F)c2F)CC1)C12CC3CC(CC(C3)C1)C2,-5%,3.4%

# Other records follow.
SMILES,Rat MKP-3 inhibitors,Hsp70 inhibitors
O=C(CCc1n[nH]c(=O)[nH]c1=O)N1CCOCC1,4%,2.3%
COc1ccc(C(NC(=O)c2cccc(C)c2)NC(=O)c2cccc(C)c2)cc1OC,3%,-4.0%
COc1ccc(Cl)cc1N(CC(=O)Nc1ccccc1SC)S(C)(=O)=O,2%,5.7%
CC(C)c1ccc(-c2nc(N3CCCC3)nc3n[nH]c(N)c23)cc1,-4%,5.4%
O=C(CSCC(=O)N1CCCCC1)Nc1nc(-c2cccs2)cs1,1%,6.7%
C=CCN1C(=O)C(Cc2cccc(C)c2)SC1=Nc1ccc(C(=O)O)cc1 (stereo not given),-2%,-4.7%
O=C1c2cccc3cccc(c23)C(=O)N1CCN1CCN(S(=O)(=O)c2ccc3ccccc3c2)CC1,1%,-1.2%
COc1cccc(-c2nn3c(-c4ccccn4)nnc3s2)c1,2%,0.2%
Cc1ccn2cc(C(=O)Nc3ccccc3N3CCOCC3)nc2c1,-23%,-3.6%
CCSCCC(NC1=CC(=O)CC(C)(C)C1)C(=O)O (stereo not given),4%,-6.4%
COc1cc(C=C2C(=O)NC(=S)NC2=O)ccc1OCc1ccc(Cl)cc1,2%,0.3%
Cc1ccccc1NC(=O)c1c(-c2cnc3ccccc3c2C(=O)Nc2ccccc2C)cnc2ccccc12,-2%,4.5%
COc1ccc(NC(=O)Cn2cccc2)c(OC)c1,5%,1.7%
O=C(CN1CCCC1=O)NC1C2CC3CC(C2)CC1C3 (stereo not given),1%,-6.6%
O=C(NNC(=O)c1ccc(Cl)c([N+](=O)[O-])c1)c1ccccc1,0%,2.1%
O=C(CC(c1ccccc1)c1cc(C(=O)N2CCOCC2)ccc1O)N1CCOCC1 (stereo not given),2%,-5.1%
CCOC(=O)Cn1nnc(-c2ccc(SC)cc2)n1,4%,-0.6%
Cc1cc(C)c(OCCCCn2ccnc2)c(C)c1,3%,-0.1%
CS(=O)(=O)N(Cc1ccccc1)c1ccc(C(=O)Nc2cccnc2)cc1,·,-1.6%
Cn1c(=O)[nH]c(=O)c2c1nc(CN1CCN(Cc3ccccc3)CC1)n2CC(N)=O,-4%,0.2%
Cc1cccc(Cn2c(NCCO)nc3c2c(=O)n(C)c(=O)n3C)c1,-3%,5.1%
CC(C)(C)c1ccc(-c2nnc(-c3ccc(Br)o3)o2)cc1,0%,2.6%
N#CC1=C(SCC(=O)Nc2ccc(Br)cc2)NC(=O)CC1c1cccs1 (stereo not given),1%,-1.2%
COCCCNS(=O)(=O)c1ccc(F)cc1,1%,0.2%
COc1ccc(Cl)cc1NC(=O)CC(C)C,-1%,0.2%

# Structures shown so far that contain an aryl thioether with sulfur outside any ring:
SMILES,Rat MKP-3 inhibitors,Hsp70 inhibitors
CC1CC(C)CN(C(=O)Cn2c(SCC(=O)N3CCc4ccccc4C3)nc3ccccc32)C1 (stereo not given),·,-2.8%
c1ccc(-c2noc(CSc3nnc(Cc4cccs4)n3-c3ccccc3)n2)cc1,-11%,-0.5%
C=CCn1c(COc2ccccc2)nnc1SCC(=O)NCC(=O)OCC,-1%,8.5%
Cc1nnc(SCC(=O)NCCc2ccccc2)[nH]c1=O,-10%,-0.1%
O=S1(=O)C=C(Sc2nnc(-c3ccccc3)o2)c2ccccc21,-5%,2.0%
Fc1ccccc1CSc1nnc(Cn2cnc3ccccc32)n1-c1ccccc1,5%,3.1%
COc1ccc(Cl)cc1N(CC(=O)Nc1ccccc1SC)S(C)(=O)=O,2%,5.7%
CCOC(=O)Cn1nnc(-c2ccc(SC)cc2)n1,4%,-0.6%

# (next part)
SMILES,Rat MKP-3 inhibitors,Hsp70 inhibitors
COc1cccc(NC(=O)CN(c2ccc(Cl)cc2)S(C)(=O)=O)c1,3%,0.7%
CCOC(=O)C1CCCN(C(=O)c2cn(C)c3ccc(S(=O)(=O)N4CCCC4)cc3c2=O)C1 (stereo not given),3%,-3.2%
CCCOC(=O)Cn1c(=O)c2cc3c(=O)n(CC(=O)OCCC)c(=O)c3cc2c1=O,-6%,-2.2%
Cc1ccccc1OCC(O)CN (stereo not given),-2%,2.1%
COc1ccc(N2C(=O)CC(Nc3ccc(O)cc3)C2=O)cc1 (stereo not given),0%,-4.7%
Cc1noc(NS(=O)(=O)c2ccc(NC(=O)c3cnc4n(c3=O)CCS4)cc2)c1C,·,0.2%
CCCC(=O)N(c1ccc(F)cc1)C1C=CS(=O)(=O)C1 (stereo not given),3%,2.4%
O=C(NCCC1=CCCCC1)c1cnsn1,-2%,1.9%
O=C(Nc1cccc2nsnc12)c1ccc(OCc2ccccc2)cc1,-2%,1.1%
O=C(Nc1cccc(O)c1)c1cccnc1,2%,1.7%
Cc1ccc(C)c(C(=O)c2ccccc2NC(=O)c2ccccn2)c1,-2%,-0.4%
Cn1c(SCC(=O)N2CCCc3ccccc32)nc2ccccc2c1=O,·,-4.0%
COc1ccc(NC(=O)c2cccc(I)c2)cc1Cl,2%,-2.1%
O=C(CSc1nc2ccsc2c(=O)n1-c1ccccc1)N1CCCC1,-8%,-3.1%
CCN1C(=O)C(=Cc2ccc([N+](=O)[O-])o2)C(=O)N(CC)C1=S,11%,5.7%
CCOC(=O)c1c(C)nn(Cc2cccc(Cl)c2)c1N,-3%,0.0%
COc1cc(N=Cc2c(O)n(-c3ccc(Cl)cc3)c(=O)[nH]c2=O)cc(OC)c1,-1%,-5.6%
COc1c(Cl)ccc(Cl)c1C(=O)NCCc1ccccc1,2%,-2.9%
O=C(c1cnn2c1NC(c1ccc3c(c1)OCO3)CC2C(F)(F)F)N1CCN(C(c2ccccc2)c2ccccc2)CC1 (stereo not given),8%,-0.5%
COc1ccccc1C/C(N)=N/OC(=O)c1ccc(C)c([N+](=O)[O-])c1,0%,4.0%
COc1ccc(NC(=O)COc2cccc(Cl)c2)c([N+](=O)[O-])c1,7%,-6.1%
O=C1CC(c2ccccc2)CC(O)=C1C=NC1CCCC1 (stereo not given),0%,-0.1%
Cc1c(C(=O)NCCCC(=O)O)c(-c2ccccc2)nn1-c1ccccc1,2%,-2.3%
COc1ccc(NC(=O)CN(Cc2ccccc2)S(C)(=O)=O)c(OC)c1,·,-1.3%

# Exported field by field: 2 of the compounds above.
> O=C(Nc1cccc(O)c1)c1cccnc1
  Rat MKP-3 inhibitors: 2%; Hsp70 inhibitors: 1.7%

> COc1cc(N=Cc2c(O)n(-c3ccc(Cl)cc3)c(=O)[nH]c2=O)cc(OC)c1
  Rat MKP-3 inhibitors: -1%; Hsp70 inhibitors: -5.6%

# High-throughput results (PubChem)
